# From PubChem BioAssay
# AmpC det inh = Promiscuous and Specific Inhibitors of AmpC Beta-Lactamase (assay with detergent) | Potency, µM (series often up to 28.7 µM), without a hit: top-dose activity change, negative = inhibition | purified AmpC, nitrocefin hydrolysis with detergent | actives 0.09% (n = 71,000) | P00811; active = well fitted curve in the direction sought with a large enough effect
# Target sequence (P00811 whole entry, looked up): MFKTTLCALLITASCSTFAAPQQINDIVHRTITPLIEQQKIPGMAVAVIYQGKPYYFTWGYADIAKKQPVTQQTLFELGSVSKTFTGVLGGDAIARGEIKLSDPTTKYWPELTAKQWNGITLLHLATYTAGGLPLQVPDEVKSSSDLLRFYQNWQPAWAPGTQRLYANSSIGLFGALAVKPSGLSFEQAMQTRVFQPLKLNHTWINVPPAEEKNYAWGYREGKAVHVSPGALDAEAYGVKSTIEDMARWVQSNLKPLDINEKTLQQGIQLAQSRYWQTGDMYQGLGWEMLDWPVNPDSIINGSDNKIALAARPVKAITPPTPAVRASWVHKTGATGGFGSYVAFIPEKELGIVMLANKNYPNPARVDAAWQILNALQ
#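 E. coli AmpC (5.3 nM) in 20 mM phosphate pH 7.0 with 0.01% Triton X-100, preincubated 15 min RT with compound; nitrocefin (2 uL of 800 uM stock) hydrolysis followed by 480 nm absorbance every 20 s over 4 min.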
# * = called active by the depositor; [ ] = remark or other dose. % is scaled to controls: 0 for no effect and ±100 for the full control effect; potency is read from the fitted curve at half-maximal effect. Some of the compounds tested (hit frequency here may not be typical).
SMILES | AmpC det inh
Cc1nc2ccccc2c(=O)n1NC(=O)c1ccc(F)cc1Cl | -2%
COC(=O)C1CCN(C(=O)CCCOc2ccccc2)CC1 | -2%
CCOC(=O)C(NCc1ccc2c(c1)OCO2)(NC(=O)CC)C(F)(F)F (centres undefined) | 11%
COc1ccc(C2C(C(=O)Nc3ccc(F)cc3)=C(C)Nc3nc(CCCO)nn32)cc1 (centres undefined) | 3%
Cc1cc(C)c(C)c(S(=O)(=O)Nc2ccccc2C(=O)NCCCn2ccnc2)c1C | -1%
Cn1cccc1C(=O)OCC(=O)Nc1cc(C(C)(C)C)nn1-c1ccccc1 | 9%
COC(=O)c1ccc(NC(=O)c2sc3nc(-c4ccccc4)cn3c2C)cc1 | 1%
CC(=O)NC1=NC(=O)/C(=C/N2CCCCC2)S1 | -1%
Cc1nn(Cc2ccc(F)cc2)c(C)c1NC(=O)c1noc2c1CCCCC2 | -1%
COc1cc(C2C3C(=O)N(Cc4ccccc4)C(=O)C3ON2c2ccccc2)cc(OC)c1OC (centres undefined) | 9%

# A draw from above in order of SMILES length, descending:
SMILES | AmpC det inh
COc1ccc(C2C(C(=O)Nc3ccc(F)cc3)=C(C)Nc3nc(CCCO)nn32)cc1 (centres undefined) | 3%
Cn1cccc1C(=O)OCC(=O)Nc1cc(C(C)(C)C)nn1-c1ccccc1 | 9%
CCOC(=O)C(NCc1ccc2c(c1)OCO2)(NC(=O)CC)C(F)(F)F (centres undefined) | 11%
Cc1nn(Cc2ccc(F)cc2)c(C)c1NC(=O)c1noc2c1CCCCC2 | -1%

# 3 of the compounds above, field by field.
molecule: COc1ccc(C2C(C(=O)Nc3ccc(F)cc3)=C(C)Nc3nc(CCCO)nn32)cc1 (centres undefined)
  AmpC det inh = 3%

molecule: Cc1cc(C)c(C)c(S(=O)(=O)Nc2ccccc2C(=O)NCCCn2ccnc2)c1C
  AmpC det inh = -1%

molecule: Cn1cccc1C(=O)OCC(=O)Nc1cc(C(C)(C)C)nn1-c1ccccc1
  AmpC det inh = 9%

# Further entries follow.
SMILES | AmpC det inh
Cn1cccc1Cc1nnc(SCC(=O)Nc2cccc(Cl)c2)n1-c1ccc(F)cc1 | 12%
COc1ccccc1N1CCN(C(c2ccc(Cl)cc2)c2nnnn2C(C)(C)C)CC1 (centres undefined) | 1%
Oc1ccc(C=NCC2COc3ccccc3O2)cc1 (centres undefined) | -1%
CC(O)CCc1nc2ccc(C(=O)O)cc2[nH]1 (centres undefined) | 2%
Cc1cccc2cc(CN(Cc3cccs3)C(c3nnnn3C3CCCC3)C(C)C)c(=O)[nH]c12 (centres undefined) | 4%
COc1ccc(-n2c(=O)c(CCc3ccccc3)nc3cnc(N4CCOCC4)nc32)cc1 | -2%
Cc1ccc(S(=O)(=O)N2CCCC(C(=O)O)C2)s1 (centres undefined) | 10%
O=C(CSc1nnc(CN2CCOCC2)n1-c1ccccc1)Nc1ccc(Cl)cc1 | -3%
O=C(O)c1cc2c([nH]c1=O)CCCC2 | -3%
COC(=O)c1c(NC(=O)c2ccco2)sc(C)c1C | -7%

# Next section.
SMILES | AmpC det inh
CN(CC(=O)O)Cc1oc(CO)cc(=O)c1O | -2%[5.75 µM]
COc1cc(-c2noc(CCCC(=O)NCc3ccco3)n2)cc(OC)c1OC | -3%
COc1cc2cc(Oc3ccc4ccc(=O)oc4c3)c(=O)oc2cc1O | -3%
Cc1ccc2nc(Nc3nc(C)cc(C(F)(F)F)n3)nc(C)c2c1 | 2%
Nc1cccc(O)c1 | -4%
CC(C)[C@H](NC(=O)Nc1cccc(C(F)(F)F)c1)C(=O)O | -4%
O=S(=O)(c1ccccc1)N1CCC2(CCN(c3ccccc3)CC2)CC1 | 0%
COc1ccc2c(c1)sc1nc(-c3ccccc3)cn12 | 12%
CC(=O)c1ccc(OCC(O)CN2CCN(Cc3ccc4c(c3)OCO4)CC2)cc1 (centres undefined) | 14%
CC(C)(C)NC(=O)CSc1n[nH]c(=O)n1-c1ccccc1 | -5%

# Additional structures follow.
SMILES | AmpC det inh
Cn1cc(Cl)c(-c2nc3ccccc3[nH]2)n1 | 8%
COc1ccc(OC)c(/C=N/c2oc(-c3ccco3)c(-c3ccco3)c2C#N)c1 | -2%
CC(=O)c1ccc(N2C(=NC(=O)C(C)C)SC3CS(=O)(=O)CC32)cc1 (centres undefined) | 0%
COc1ccccc1NC(=O)c1ccc(C)s1 | -1%
CCc1ccc(N2CC(C(=O)Nc3cc(C)ccc3F)CC2=O)cc1 (centres undefined) | -2%
Cc1c(NC(=O)C(C)Sc2nc3ccccc3c(=O)n2CCO)c(=O)n(-c2ccccc2)n1C (centres undefined) | -3%
O=C(Nc1ccc(F)cc1)C1CCN(c2nnnn2-c2ccccc2)CC1 | 6%
COc1cccc(-c2ccc(=O)n(CC(=O)Nc3cc4c(cc3NC(C)=O)OCCO4)n2)c1 | -5%
CCC(=O)N1c2ccccc2-c2nnc(SC)nc2OC1c1ccc(N(C)C)cc1 (centres undefined) | 12%
C=CCN(C(=O)Nc1ccc(F)cc1)C1CC(=O)N(c2ccc(OC)cc2)C1=O (centres undefined) | -3%

# 2 records picked at random from the list so far:
SMILES | AmpC det inh
COc1cccc(-c2ccc(=O)n(CC(=O)Nc3cc4c(cc3NC(C)=O)OCCO4)n2)c1 | -5%
C=CCN(C(=O)Nc1ccc(F)cc1)C1CC(=O)N(c2ccc(OC)cc2)C1=O (centres undefined) | -3%

# Later entries:
SMILES | AmpC det inh
O=c1[nH]c(-c2ccncc2)nc2ccccc12 | 0%
CCN(CC)CC#CC(C)OCOCC#CCOC (centres undefined) | -3%
CC(=O)NCc1nc2ccccc2n1C(C)C | 10%
COc1ccccc1NCCC(=O)OCC(=O)Nc1ccc(Cl)cn1 | -2%
Cc1ccc(C)c(C(=O)n2cnnc2N)c1 | 0%
COc1ccc(OC)c(NC(=O)Nc2cccc(Cn3cccn3)c2)c1 | -11%
C/C(Cl)=C\Cn1c(=O)c2c(nc3n2CCS3)n(C)c1=O | 11%
CCn1nnc(NC(=O)c2ccc(C(C)(C)C)cc2)n1 | -2%
O=C(O)C1C2C=CC(O2)C1C(=O)NCCCn1ccnc1 (centres undefined) | 1%
COCCn1c(SCC(=O)c2ccc3c(c2)OCCO3)nnc1-c1ccco1 | 4%

# (further entries)
SMILES | AmpC det inh
O=C(Cn1cnc2c(nnn2Cc2ccccc2F)c1=O)NCc1ccco1 | -6%
CC(=O)N1[C@H](C)C=C[C@]1(Cc1ccccc1)C(=O)O | 17%
Cc1noc(C)c1Cn1nc(C(=O)O)c2ccccc2c1=O | 12%
CSc1nsc(SCC(=O)N2CCc3ccccc32)n1 | 14%
COc1nc2c(C)cccc2cc1-c1noc(-c2ccco2)n1 | -3%
Cc1cc(C)c2c(N)c(C(=O)NCc3ccco3)sc2n1 | -5%
Cc1ccc(C)c(S(=O)(=O)Nc2ccc3scnc3c2)c1 | -4%
c1ccc(OCc2nnc3sc(-c4cccs4)nn23)cc1 | -4%
COc1ccc(C(OC(=O)c2c(C)noc2C)C(=O)NC2CCCC2)cc1 (centres undefined) | 10%
Cc1cc(C)nc(NC(=O)CSc2nnnn2-c2ccccc2)n1 | -4%

# Next part.
SMILES | AmpC det inh
O=C(c1ccccc1)c1nnc(-c2ccccc2F)o1 | -2%
Cc1noc(C)c1S(=O)(=O)Nc1ccc(C(=O)N2CCc3ccccc3C2)cc1 | -1%
CCC(=NCc1ccc2c(c1)OCO2)c1c(O)n(C)c(=O)n(C)c1=O | -1%
CC1CCc2c(C(=O)NCCCN3CCOCC3)csc2C1 (centres undefined) | -3%
O=C(CN1CCCC1)NCC12CC3CC(CC(C3)C1)C2 | -3%
CC(=O)Nc1ccc(-c2cn3ccsc3n2)cc1 | -1%
C[N+](C)(CCCCCC[N+](C)(C)CCCN1C(=O)c2cccc3cccc(c23)C1=O)CCCN1C(=O)c2cccc3cccc(c23)C1=O | 0%
CCOC(=O)c1cc2occc2n1CC(=O)Nc1ccc(OC)cc1OC | 1%
COCCCN1C(=O)C(O)=C(C(C)=O)C1c1cccc(F)c1 (centres undefined) | -3%
COc1ccc(NC(=O)N(C2CCCCC2)C2CCN(C(C)C)CC2)c(OC)c1 | -2%

# Later entries
SMILES | AmpC det inh
O=C(Nc1cccc(NC(=O)c2cccs2)c1)c1ccco1 | 0%
CCN(Cc1cc2cccc(C)c2[nH]c1=O)C(=O)c1ccccc1OC | -4%
O=c1cc(N2CCN(Cc3ccccc3)CC2)[nH]c(=O)n1-c1cccc(C(F)(F)F)c1 | -1%
CCn1c(SCC(=O)Nc2ccc(NC(=O)c3ccco3)c(OC)c2)nc2ccccc2c1=O | 32%
COc1cc(C2CC(=O)NC(SCC(=O)Nc3ccccc3C)=C2C#N)ccc1O (centres undefined) | -1%
[Cu].[O-]/N=C1/C(=[OH+])Nc2ccccc21.[O-]Nc1c(O)[nH]c2ccccc12 | -4%[5.75 µM]
O=C(CCCN1C(=O)c2ccccc2C1=O)NCc1cccnc1 | -1%
CCC1Oc2ccccc2N(CC(=O)Nc2ccc3c(c2)OCCO3)C1=O (centres undefined) | -1%
CCOc1ccc(-n2c(SCC(N)=O)nc3c([nH]c4ccccc43)c2=O)cc1 | 14%
COc1ccc2c(c1)CCc1c(C(=O)NCc3cccnc3)noc1-2 | -6%

# Next section
SMILES | AmpC det inh
COCCn1c(=O)cnc2cnc(OCc3ccccc3)nc21 | 0%
CCOC(=O)N1CCC(n2c(SCC(=O)Nc3ccccc3OC)nc3ccccc3c2=O)CC1 | -5%
Fc1ccccc1OCCSc1nc2ccccc2o1 | -1%
N#Cc1nc(-c2cccs2)oc1NCC1CCCO1 (centres undefined) | -2%
NC(=O)NC(=O)Nc1ccccc1Cl | -3%
CC1(C)CC(=O)C(C#N)=C(NCCCO)C1 | 7%
O=C(CN1C(=O)c2cccc3cccc1c23)Nc1ccc(S(=O)(=O)N2CCOCC2)cc1 | -3%
O=C(c1ccco1)N1CCN(C2CC(=O)N(c3ccc4c(c3)OCO4)C2=O)CC1 (centres undefined) | -4%
Nc1ccc(-n2ccnc2)cc1 | -1%
O=C(O)C1CC=CCC1C(=O)NCCc1ccccc1 (centres undefined) | -2%

# The list continues.
SMILES | AmpC det inh
CCOC(=O)CSc1nnc(-c2ccco2)n1C | 12%
CN(C)c1ccc(C2C3=C(CCCC3=O)OC3=C2C(=O)CCC3)cc1 | -3%
CCOC(=O)CCNC(=O)Nc1ccc2nc(C)n(Cc3ccccc3Cl)c(=O)c2c1 | 3%
Cn1ncc(Cl)c1C(=O)N1CCc2ccccc21 | -4%
C[C@@H]1O[C@H](O[C@@H]2C[C@@H](O)[C@]3(CO)[C@H]4[C@H](O)C[C@]5(C)[C@@H](C6=CC(=O)OC6)CC[C@@]5(O)[C@@H]4CC[C@]3(O)C2)[C@@H](O)[C@H](O)[C@H]1O | 1%
CCN1CCN(c2c(Cl)cccc2NC(=O)c2ccc(Br)o2)CC1 | -3%
CCOCCCn1c(=N)c(C(=O)NCc2ccc3c(c2)OCO3)cc2c(=O)n3cccc(C)c3nc21 | -1%
COc1ccc2nc(NC(=O)CN3CCN(C)CC3)sc2c1 | -2%
CC(C)Oc1ccc2c(=O)c3cc(C(=O)O)ccc3oc2c1 | -3%
Cc1cc(NC(=O)c2cnn3cccnc23)no1 | -8%

# (continued)
SMILES | AmpC det inh
COC(=O)c1ccc(-c2cc(C(=O)O)c3cc4c(cc3n2)OCCO4)cc1 | -2%
O=c1c(-c2cc(F)cc(F)c2)nc2cnc(Oc3ccccc3)nc2n1C[C@H]1CCCO1 | 0%
COc1cc(C)c(C)cc1S(=O)(=O)N1CCN(Cc2ccc3c(c2)OCO3)CC1 | 0%
CC(C)c1ccc(Nc2nc(NCc3ccco3)nc(N3CCOCC3)n2)cc1 | 10%
c1ccc(Cn2nnc3c(N4CCCCCC4)ncnc32)cc1 | 7%
COc1ccccc1N1CCN(C(c2ccccc2Cl)c2nnnn2C(C)(C)C)CC1 (centres undefined) | -9%
O=c1[nH]c2ccccc2nc1-c1cccs1 | 14%
Cn1c(=O)c2cn(-c3cccc4ccccc34)cc2n(C)c1=O | -2%
COc1cc(OC)cc(C(=O)NC(C(=O)NCCN(C)C)C23CC4CC(CC(C4)C2)C3)c1 (centres undefined) | 0%
Cn1c(SCC(=O)N2CCCCC2)nc2cccnc21 | -2%

# Continuation:
SMILES | AmpC det inh
CC(=O)S[C@@H]1CC2=CC(=O)CC[C@@]2(C)[C@H]2CC[C@]3(C)[C@H](CC[C@@]34CCC(=O)O4)[C@H]12 | 0%
Cc1cc(C)n(-c2ccn(Cc3ccc(Cl)cc3Cl)c(=O)n2)n1 | -3%
O=C(CC(Cc1ccccc1)C(=O)O)NCCc1ccc2c(c1)OCO2 (centres undefined) | 0%
Cc1ccc(Nc2cc(C)nn2-c2nc(C)cc(C)n2)cc1 | -2%
CNc1nc(-c2ccc3c(c2)OCO3)nc2ccccc12 | 10%
CCC1C(=O)n2nc(-c3ccccc3)cc2N=C1C (centres undefined) | 22%
CCCCc1ccc(NC(=O)c2c(C)noc2C)cc1 | -5%
O=C1CCCc2c1[nH]c1ccc(CN3CCCCC3)cc21 | -3%
Cc1ccc2nc(CSc3nnc(Cc4cccs4)n3C3CCCCC3)cc(=O)n2c1 | -9%
Cc1ccc(S(=O)(=O)Cn2nnnc2C(CC(C)C)N2CCN(c3ccc(F)cc3)CC2)cc1 (centres undefined) | -3%

# The listing continues.
SMILES | AmpC det inh
O=C(c1ccc(Cl)c(F)c1F)N1CCCC1 | 13%
CC1(C)CC(=O)C([C@H]2C3=C(CC(C)(C)CC3=O)Oc3ccccc32)C(=O)C1 | -1%
CC(C)CCn1c(NCCN(C)C)nc2c1c(=O)[nH]c(=O)n2C | -3%
COC(=O)COc1ccc(S(=O)(=O)N2CCOCC2)cc1C | -1%
COc1ccccc1CNC(=O)c1cc2sccc2n1C | -1%
CC(C(=O)Nc1ncc2c(n1)CC(C)(C)CC2=O)N1C(=O)c2ccccc2C1=O (centres undefined) | -2%
CC1=C(C(=O)OCc2ccccc2)C(c2ccc(Cl)cc2)NC(=O)N1CCCCCC(=O)O (centres undefined) | -7%
CC(=O)c1cccc(NC(=O)c2nccnc2C(=O)O)c1 | -2%
CCOc1cccc(-c2nnc(SCC(=O)Nc3cc(C)ccc3OC)n2N)c1 | 1%
